# Assay outcomes: PubChem BioAssay, several laboratories
# EphB4 antag = EphB4-ephrin-B2 interaction antagonists, primary screen, biochemical, TNYL-RAW peptide probe, fluorescence polarization; AID 720, 2007; Ephrin type-B receptor 4 (Homo sapiens), P54760; 0.15% of 97,000 active; EphB4 LBD / TNYL-RAW-Alexa532 peptide; inhibition, % at 7 µM;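 active = inhibition above the screen-wide mean inhibition plus 3 SD, cut at about 15% in these data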;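 also: 0% = DMSO wells and 100% = excess unlabeled TNYL-RAW peptide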
# PLAP act = PLAP enzyme activators, biochemical, luminescence, HTS; purified PLAP enzyme, luminescent substrate read-out; active compounds read high; activation fold at 20 µM; 1.2% of 96,000 active; Alkaline phosphatase, placental type (Homo sapiens), P05187; in the data active = activation fold above about 2
# Target sequence (P05187 whole entry, looked up): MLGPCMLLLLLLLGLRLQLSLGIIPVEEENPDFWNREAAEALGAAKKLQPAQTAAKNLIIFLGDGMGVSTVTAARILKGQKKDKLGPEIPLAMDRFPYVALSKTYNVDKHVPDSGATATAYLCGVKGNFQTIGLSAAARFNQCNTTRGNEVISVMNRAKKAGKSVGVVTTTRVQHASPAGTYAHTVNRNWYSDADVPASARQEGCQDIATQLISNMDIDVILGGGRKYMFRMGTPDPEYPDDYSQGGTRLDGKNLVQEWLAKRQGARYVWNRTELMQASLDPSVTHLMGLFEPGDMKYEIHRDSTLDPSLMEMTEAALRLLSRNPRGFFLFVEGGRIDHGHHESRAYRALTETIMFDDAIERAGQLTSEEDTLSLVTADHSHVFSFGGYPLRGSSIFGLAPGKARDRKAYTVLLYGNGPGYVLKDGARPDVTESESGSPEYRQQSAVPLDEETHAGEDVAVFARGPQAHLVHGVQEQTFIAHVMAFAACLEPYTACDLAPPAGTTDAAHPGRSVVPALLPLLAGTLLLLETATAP
# PLK1 kinase inh = human PLK1 kinase inhibitors, primary screen, biochemical, TR-FRET; Serine/threonine-protein kinase PLK1 (Homo sapiens), P53350; recombinant PLK1 kinase, TR-FRET peptide phosphorylation; inhibition, % at 10 µM; 0.53% of 97,000 active; AID 619, 2007;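 active = inhibition of 50% or more in the single-concentration screen; inactive = inhibition below 50%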;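 also: 0% = DMSO max control and 100% = H-89 dihydrochloride min control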
# CYP2C19 inh = blockers of cytochrome P450 2C19 activity – biochemical, luminescence, ADME assay, primary screen; P33261; CYP2C19 Supersomes, luciferin-H EGE luminescence, 30 min; inhibition, % at 5 µM; 21% of 96,000 active; AID 778, 2007;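 active = CYP2C19 inhibition above a set limit at 5 µM in the primary screen, cut at about 50% in these data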;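 also: plate controls were negative control wells for no effect and 2.5 mM tranylcypromine positive control for full effect; values of inactives mirror those of a sister screen read the other way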
# Target sequence (P33261 whole entry, looked up): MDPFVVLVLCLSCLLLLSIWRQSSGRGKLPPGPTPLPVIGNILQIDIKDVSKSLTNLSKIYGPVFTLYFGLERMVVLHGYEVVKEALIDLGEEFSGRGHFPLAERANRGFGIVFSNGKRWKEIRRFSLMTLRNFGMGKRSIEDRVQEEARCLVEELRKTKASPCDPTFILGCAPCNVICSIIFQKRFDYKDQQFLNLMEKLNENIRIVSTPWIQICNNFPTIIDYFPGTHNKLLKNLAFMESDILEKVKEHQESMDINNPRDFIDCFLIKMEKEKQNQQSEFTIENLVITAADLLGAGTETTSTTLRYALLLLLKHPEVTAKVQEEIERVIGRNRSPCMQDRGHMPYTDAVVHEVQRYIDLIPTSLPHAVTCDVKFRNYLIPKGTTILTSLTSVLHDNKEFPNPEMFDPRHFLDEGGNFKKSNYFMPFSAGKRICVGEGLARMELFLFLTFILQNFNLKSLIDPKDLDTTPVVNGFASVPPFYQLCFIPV
# CYP2C19 activ = human CYP2C19 activators, primary screen, biochemical, luminescence; AID 1025, 2008; activation factor at 5 µM; recombinant CYP2C19, luciferin-H EGE luminescence; active compounds read high; 0 = fully inhibited enzyme, 1 = untreated enzyme; Cytochrome P450 2C19 (Homo sapiens), P33261; 96,000 tested, under 10 active;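 active = activation factor of at least 2 at 5 µM in the primary screen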;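 also: 0 = wells with 2.5 mM tranylcypromine and 1 = vehicle-only wells; values of inactives mirror those of a sister screen read the other way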
# CYP2C9 act = human CYP2C9 activators, primary screen, biochemical, luminescence; Cytochrome P450 2C9 (Homo sapiens), P11712; 1.4% of 96,000 active; recombinant CYP2C9, luciferin-H conversion; active compounds read high; factor 1 = untreated enzyme, 0 = blocked; activation factor at 5 µM; AID 1024, 2008;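 active = activation factor of 2 or more for CYP2C9 at a 5 µM dose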;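 also: 0 = sulfaphenazole-blocked wells and 1 = vehicle-only wells; values of inactives mirror those of a sister screen read the other way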
# Plk1 PBD FP = Plk1 polo box domain binding inhibitors, primary screen, biochemical, fluorescence polarization; Serine/threonine-protein kinase PLK1 (Homo sapiens), P53350; Plk1 PBD phosphopeptide binding; inhibition, %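 (tested at about 20 µM)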; 0.13% of 97,000 active; AID 693, 2007; in the data active = inhibition above about 34%, passing the limit was not always enough
# HIV Rev-RRE inh = HIV-1 Rev-RRE binding inhibitors, primary screen, biochemical, FRET, protein-RNA interaction | P05866 | Rev peptide-RRE RNA binding | inhibition, % at 8 µM | 0.79% of 97,000 active | AID 704, 2007;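 active = inhibition above the screen-wide mean plus 3 SD, cut at about 35% in these data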;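 also: 0% = median DMSO wells and 100% = median Neomycin B control wells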
#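 Test system: Cy5-tagged RRE RNA duplex with fluorescein-tagged Rev peptide | Read-out: % inhibition of FRET ratio versus controls | Probe or stimulus: Labelled Rev peptide | Incubation: 5 min RNA-compound premix plus 15 min binding step, 25 °C | Technique: FRET fluorescence readout | Benchmarks: DMSO low control, neomycin B high control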
# CYP2C9 inh = blockers of cytochrome P450 2C9 activity – biochemical, luminescence, ADME assay, primary screen. P11712. CYP2C9 Supersomes, luciferin-H conversion. inhibition, % at 5 µM. 20% of 96,000 active;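 active = blocking of liver enzyme CYP2C9 beyond about 50% at 5 µM, limit read from the data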; also: values of inactives mirror those of a sister screen read the other way
# The depositor's hits bear a star; . = not tested or not shown.
SMILES,EphB4 antag,PLAP act,PLK1 kinase inh,CYP2C19 inh,CYP2C19 activ,CYP2C9 act,Plk1 PBD FP,HIV Rev-RRE inh,CYP2C9 inh
CN(Cc1cc2ccccc2[nH]c1=O)S(=O)(=O)c1ccccc1,0,0.9,-13,79*,0.2,0.5,14,4,45
Cc1nc(=O)c(-c2ccccc2)c(C)n1-c1cccc(C(=O)O)c1,2,1,-7,-4,1,1,11,9,-2
Nn1c(SC/C=C/c2ccccc2)nnc1-c1cccnc1,-6,1,11,-12,1.1,1.2,-22,1,-19
CC(C)CNC(=O)c1ccc(COc2ccc(Cl)cc2Cl)o1,2,1,-8,40,0.6,0.2,4,12,76*
O=c1c(Cc2ccc(F)cc2)c(O)ccn1C1CCCCC1,0,1,-9,3,1,1.1,-11,1,-11
O=C(COC(=O)COc1ccccc1[N+](=O)[O-])Nc1ccc(S(=O)(=O)N2CCCCC2)cc1,5,1.2,-13,-15,1.1,1,-23,11,-2
CCOc1ccc2[nH]c(=O)c(C(c3nnnn3CCOC)N3CCOCC3)cc2c1 (stereo unspecified),-3,1.4,-7,12,0.9,0.9,-9,2,6
CCCN(CCC)c1nc(N)nc(-c2cc(Cl)ccc2OC)n1,-4,1.2,-7,58*,0.4,0.8,-32,2,16
COc1ccc(CNC(=O)C2CCCN2C(=O)NC2CCCCC2)cc1 (stereo unspecified),1,1,-3,13,0.9,0.9,-25,5,5
Cc1ccc(Oc2ccc(NC(=O)CCC(=O)OCC(=O)c3cccs3)cc2)cc1C,-7,1,-3,7,0.9,1,16,6,-1
Cc1ccccc1CN1CCN(CC2CC3C=CC2C3)CC1 (stereo unspecified),-2,1.4,-11,61*,0.4,0.9,-20,-3,13
O=S(=O)(/N=C(/Nc1cccc2ccccc12)c1ccccc1)c1cccs1,5,1.5,-16,90*,0.1,0.2,5,7,84*
COc1ccccc1-c1nnc(SCC(=O)N2CCOCC2)n1-c1ccccc1,1,1.2,-13,-2,1,0.8,18,4,17
O=C(CSc1nc2ccccc2c(=O)n1Cc1ccco1)N1CCN(c2ccccc2)CC1,-1,1.7,-3,33,0.7,0.6,-8,13,40
CCn1cc(Br)c(C(=O)N(C)Cc2ccccc2)n1,-1,0.8,-8,92*,0.1,1.4,-8,1,-40
O=C(O)C1C(c2ccccc2)C(C(=O)OCCCO)C1c1ccccc1 (stereo unspecified),1,1,-8,-2,1,1.1,17,7,-8
O=C(CN(C1CCCCC1)S(=O)(=O)c1ccc(F)cc1)NC1CC1,1,1.1,-13,15,0.9,0.9,-7,0,6
COc1ccc(Cl)cc1NC(=O)c1cccnc1,5,0.9,-7,-6,1.1,2.6*,7,3,-157
CN1CCN(CCOc2cccc(Cl)c2)CC1,-3,0.8,-12,26,0.7,0.9,-6,0,10
CNC(=O)c1cn(-c2ccccc2)c(=O)c2ccccc12,-5,1,-13,-15,1.2,1.1,-8,9,-12

# Exported with values under each structure: part of the list above.
# Values in the order: EphB4 antag	PLAP act	PLK1 kinase inh	CYP2C19 inh	CYP2C19 activ	CYP2C9 act	Plk1 PBD FP	HIV Rev-RRE inh	CYP2C9 inh
COc1ccc(CNC(=O)C2CCCN2C(=O)NC2CCCCC2)cc1 (stereo unspecified)
 : 1	1	-3	13	0.9	0.9	-25	5	5
Cc1ccc(Oc2ccc(NC(=O)CCC(=O)OCC(=O)c3cccs3)cc2)cc1C
 : -7	1	-3	7	0.9	1	16	6	-1
Cc1ccccc1CN1CCN(CC2CC3C=CC2C3)CC1 (stereo unspecified)
 : -2	1.4	-11	61*	0.4	0.9	-20	-3	13
O=S(=O)(/N=C(/Nc1cccc2ccccc12)c1ccccc1)c1cccs1
 : 5	1.5	-16	90*	0.1	0.2	5	7	84*
COc1ccccc1-c1nnc(SCC(=O)N2CCOCC2)n1-c1ccccc1
 : 1	1.2	-13	-2	1	0.8	18	4	17
O=C(CSc1nc2ccccc2c(=O)n1Cc1ccco1)N1CCN(c2ccccc2)CC1
 : -1	1.7	-3	33	0.7	0.6	-8	13	40
CCn1cc(Br)c(C(=O)N(C)Cc2ccccc2)n1
 : -1	0.8	-8	92*	0.1	1.4	-8	1	-40
O=C(O)C1C(c2ccccc2)C(C(=O)OCCCO)C1c1ccccc1 (stereo unspecified)
 : 1	1	-8	-2	1	1.1	17	7	-8
O=C(CN(C1CCCCC1)S(=O)(=O)c1ccc(F)cc1)NC1CC1
 : 1	1.1	-13	15	0.9	0.9	-7	0	6
COc1ccc(Cl)cc1NC(=O)c1cccnc1
 : 5	0.9	-7	-6	1.1	2.6*	7	3	-157
CN1CCN(CCOc2cccc(Cl)c2)CC1
 : -3	0.8	-12	26	0.7	0.9	-6	0	10

# Following part:
SMILES,EphB4 antag,PLAP act,PLK1 kinase inh,CYP2C19 inh,CYP2C19 activ,CYP2C9 act,Plk1 PBD FP,HIV Rev-RRE inh,CYP2C9 inh
CC(C)N(Cc1ccccc1)S(=O)(=O)N(C)C,6,1,-4,77*,0.2,0.8,2,1,23
O=C(NCCCN1CCOCC1)c1c(O)c2ccccc2[nH]c1=O,4,1,7,-10,1.1,1.1,11,4,-10
CC(C)=CC(=O)OCC(=O)Nc1ccc(Cl)cn1,4,0.9,-4,15,0.8,0.9,4,9,10
COc1ccc(-c2nnc(SCc3ccccn3)n2C)cc1,0,.,-5,.,.,.,5,-3,.
CC(=O)OC1(C(F)(F)F)Oc2ccccc2NC1=O (stereo unspecified),.,1,.,53*,0.5,0.8,.,.,16
COc1ccc(NC(=O)N2CCCC2C(=O)Nc2ccccc2)cc1 (stereo unspecified),-8,1,-10,8,0.9,0.9,-13,10,10
COc1ccc(NC(=O)C2CCCN2C(=O)NCc2ccccc2)c(OC)c1 (stereo unspecified),14,0.9,0,10,0.9,1,-12,8,-4
CCOc1ccc(NC(=O)CC2CC(C)(C)OC2=O)cc1 (stereo unspecified),.,0.8,.,48,0.5,0.9,.,.,13
CCCOc1ccc(N2C(=O)CC(N3CCC(c4nncn4CC)CC3)C2=O)cc1 (stereo unspecified),4,1.2,-2,15,0.8,0.4,-1,-3,64*
COc1ccc(-n2ncc3c(NCc4ccc5c(c4)OCO5)ncnc32)cc1,.,0.9,.,4,1,0.9,.,.,5
O=c1nc2c(-c3ccccc3F)n[nH]n2c2ccccc12,-3,0.9,0,21,0.8,0.6,-3,3,39
Cn1c(OCc2ccc3c(c2)OCO3)nc2c1c(=O)n(Cc1cccc(Cl)c1)c(=O)n2C,2,.,-4,.,.,.,-17,12,.
Cc1nn(-c2cc(Cl)ccc2N)c(=O)c2ccccc12,-1,1.1,-6,9,0.9,1,13,0,2
O=C(Nc1c(F)cc(F)cc1Br)c1ccco1,2,1,-16,7,0.9,1,-2,15,2
COC(=O)c1ccccc1N(C)C(=O)C12CCC(C)(C(=O)O1)C2(C)C (stereo unspecified),3,1.1,-11,42,0.6,1,-21,-3,2
Clc1ccc(-n2ncc3c(NCc4cccs4)ncnc32)cc1,2,.,-1,.,.,.,-2,3,.
CCOC(=O)c1[nH]c2cc3c(cc2c1NC(=O)CN1CC(C)CC(C)C1)OCO3 (stereo unspecified),1,1.1,-14,9,0.9,1,-11,-1,-4
CC(=O)C1=C(C)Nc2ncnn2C1c1ccccc1OCc1ccccc1 (stereo unspecified),-6,0.9,2,54*,0.5,0.8,-6,1,24
CS(=O)(=O)N(CCc1ccccc1)CC(=O)N1CCN(c2ccc(F)cc2)CC1,-5,.,-14,.,.,.,11,10,.
Cc1ccc(NC(=O)C2=C(O)c3ccccc3N(C)S2(=O)=O)cc1,6,1.2,-18,-10,1.1,0.3,13,9,73*
O=C(CCS(=O)(=O)c1ccc(Br)s1)NCc1ccccc1,5,0.7,-3,60*,0.4,0.7,-13,6,34
Cc1ccc(N2C(=O)CSC23C(=O)Nc2ccccc23)cc1 (stereo unspecified),7,1.9,8,79*,0.2,0.6,4,6,42
COCCNc1nnc(SCC(=O)N2CCN(S(=O)(=O)c3ccccc3)CC2)s1,5,1.5,-3,14,0.9,0.7,-8,5,31
O=[N+]([O-])c1ccc(S(=O)(=O)N2CCN(Cc3c[nH]c4ccccc34)CC2)cc1,-5,1.1,-2,14,0.9,0.8,6,-1,15
Cc1[nH]c2ccccc2c1CN1CCc2ccccc2C1,-8,1.2,-8,38,0.6,1,-4,14,0
CC1CCCC(C)N1C(=O)CN1C(=O)C(C)(C)Oc2ccc(C(=O)NC3CCCC3)cc21 (stereo unspecified),0,1.5,-6,-19,1.2,1,1,-3,-3
O=C(CSc1nnc(-c2ccccc2)n1-c1ccccc1)NCc1ccco1,-1,0.7,0,21,0.8,0.8,-19,5,24
Cc1nnc(SCCn2c(N3CCC(C)CC3)nc3c2c(=O)n(C)c(=O)n3C)s1,0,.,-11,.,.,.,-3,7,.
CC(C)c1ccc(N2C(=O)[C@@H]3Cc4ccccc4CN3C2=O)cc1,-1,0.9,-4,-4,1,1.2,-20,2,-16
Cc1ccc(-c2nc(C#N)c(NCCN3CCCCC3)o2)cc1,-2,1.5,-3,12,0.9,0.7,-21,7,31
COc1ccc(CNC(=O)C(NC(C)=O)C(=O)Nc2ccc(OC)cc2)cc1 (stereo unspecified),-10,1,-16,13,0.9,0.9,2,-2,13
O=C(Nc1nc(-c2ccccn2)cs1)C1CC1,-2,1.8,-14,1,1,0.8,-34,4,22
COc1ccc(OC)c(NC(=O)COC(=O)CNC(=O)c2ccc(OC)c(OC)c2)c1,-6,1.3,-13,33,0.7,0.6,15,-2,37
CCC(Oc1ccccc1)C(=O)Nc1nnc(C)s1 (stereo unspecified),7,1.1,-8,41,0.6,0.4,-14,0,63*
Cc1cc(N2CCCC2)c(C)cc1C=O,2,0.9,2,28,0.7,0.4,7,0,62*
O=C(C1Cc2ccccc2CN1S(=O)(=O)c1cccs1)N1CCCCC1 (stereo unspecified),9,1.1,-7,26,0.7,0.9,-11,12,8
C=CCn1c(SCc2ccc(Cl)cc2)nc2c1c(=O)[nH]c(=O)n2C,3,1.7,-14,45,0.5,0.7,-6,12,33
COc1ccc2[nH]cc(C(=O)CN3CCC(C)CC3)c2c1,5,1,12,40,0.6,0.8,-5,1,19
O=c1cc(N2CCN(c3ccccc3)CC2)[nH]c(=O)n1Cc1ccc(F)cc1,1,1,-17,1,1,0.8,-4,9,20
Cc1cc(=O)oc(C)c1C(=O)NCc1ccccc1,-1,1.5,-13,-7,1.1,1,24,1,-2
